Neddylation inh = inhibitors of cullin neddylation, primary screen, biochemical, TR-FRET, uHTS, NAE and Ubc12. calls only at 25 µM. 0.58% of 360,000 active; in the data active = inhibition above about 36%
SKN-1 inh = suppressors of acrylamide-induced Pgst-4::GFP reporter in worms, primary screen, SKN-1 inhibitor project, whole organism, uHTS, GFP/RFP fluorescence ratio, strain VP596. inhibition, % at 21.8 µM. 0.49% of 360,000 active. C. elegans VP596 Pgst-4::GFP/RFP ratio, 24 h;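 active = interference check ratio from 0.5 to 1.5 plus GFP to RFP signal ratio inhibition reaching or exceeding a fixed threshold, cut at about 30% in these data, passing the limit was not always enough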; also: some compounds called inactive have numbers as strong as hits
MLLE-PAM2 inh = inhibitors of PABP1 MLLE–PAM2 peptide binding, primary screen, biochemical, fluorescence polarization, FITC-PAM2, GST-MLLE. 0.36% of 360,000 active. Polyadenylate-binding protein 1 (Homo sapiens), P11940. inhibition, % at 20 µM; in the data active = inhibition above about 35%, passing the limit was not always enough;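 also: plate controls were DMSO wells with GST-MLLE for no effect and wells lacking GST-MLLE protein for full effect; some results filed as inactive read as strong as hits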
NadD block = inhibitors of S. aureus NadD, primary screen, biochemical, colorimetric, uHTS; purified NadD enzyme, colorimetric absorbance read-out; inhibition, % at 20 µM; 0.78% of 360,000 active; AID 602399, 2012; in the data active = inhibition above about 26%; also: some compounds past the cut are filed as inactive
CSN deneddyl inh = inhibitors of CSN-mediated cullin deneddylation, primary screen, biochemical, fluorescence polarization, uHTS. AID 651999, 2013. COP9 signalosome complex subunit 5 (Homo sapiens), Q92905. 0.38% of 360,000 active. inhibition, % at 12.5 µM. Purified CSN, SCF-Nedd8-OG deneddylation;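 active = pattern-corrected inhibition above about 35%, with an unprinted fluorescence ratio check between 0.5 and 1.5, limit read from the data, passing the limit was not always enough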;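 also: 0% = enzyme with substrate and 100% = substrate without enzyme; some results filed as inactive read as strong as hits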
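Assay system: Purified human Csn5 enzyme expressed in HEK293T cells | Amount: Enzyme 0.24 nM | Measured by: Fluorescence polarization readout | Medium: Tris/NaCl/DTT buffer, pH 7.5 | Compound dosing: One concentration, 12.5 µM, 0.25% DMSO | Times: 90 min incubation of compound, enzyme and substrate at room temperature | Control set: no-enzyme wells high, enzyme-with-substrate wells low | Read-out: % inhibition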
Rin1-Abl PPI inh = inhibitors of Rin1-Abl protein binding, primary screen, biochemical, TR-FRET. inhibition, % at 7.35 µM. AID 588664, 2011. 0.4% of 360,000 active; in the data active = inhibition above about 5%, passing the limit was not always enough
Target sequence (P00519 whole entry, looked up): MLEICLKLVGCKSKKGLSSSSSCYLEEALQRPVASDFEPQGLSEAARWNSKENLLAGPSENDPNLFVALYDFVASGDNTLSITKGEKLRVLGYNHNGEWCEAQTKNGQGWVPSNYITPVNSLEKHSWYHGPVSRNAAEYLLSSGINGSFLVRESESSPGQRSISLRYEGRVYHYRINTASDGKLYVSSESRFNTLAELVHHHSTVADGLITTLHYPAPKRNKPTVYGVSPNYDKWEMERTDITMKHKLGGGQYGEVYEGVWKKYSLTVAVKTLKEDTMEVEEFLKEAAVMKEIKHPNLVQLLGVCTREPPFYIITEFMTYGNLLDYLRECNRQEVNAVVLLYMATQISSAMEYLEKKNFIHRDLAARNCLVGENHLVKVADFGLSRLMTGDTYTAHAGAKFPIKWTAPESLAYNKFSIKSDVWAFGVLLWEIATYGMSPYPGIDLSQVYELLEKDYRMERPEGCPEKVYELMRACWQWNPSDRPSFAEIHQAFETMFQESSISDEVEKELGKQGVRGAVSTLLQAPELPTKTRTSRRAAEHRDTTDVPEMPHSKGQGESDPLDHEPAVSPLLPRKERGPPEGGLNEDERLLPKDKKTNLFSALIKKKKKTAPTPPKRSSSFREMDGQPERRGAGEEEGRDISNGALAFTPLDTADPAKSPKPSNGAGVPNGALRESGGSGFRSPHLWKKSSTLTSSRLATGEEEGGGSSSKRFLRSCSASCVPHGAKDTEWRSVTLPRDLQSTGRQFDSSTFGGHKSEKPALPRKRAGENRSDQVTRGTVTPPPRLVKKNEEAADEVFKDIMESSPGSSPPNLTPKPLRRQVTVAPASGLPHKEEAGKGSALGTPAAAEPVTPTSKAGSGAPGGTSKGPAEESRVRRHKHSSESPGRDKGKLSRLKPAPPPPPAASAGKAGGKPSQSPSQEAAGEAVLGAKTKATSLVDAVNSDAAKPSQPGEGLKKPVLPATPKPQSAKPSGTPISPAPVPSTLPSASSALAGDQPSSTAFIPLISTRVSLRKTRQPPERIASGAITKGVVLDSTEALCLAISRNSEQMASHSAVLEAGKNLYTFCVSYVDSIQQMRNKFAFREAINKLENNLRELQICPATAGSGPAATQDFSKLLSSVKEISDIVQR
Target sequence (Q13671 whole entry, looked up): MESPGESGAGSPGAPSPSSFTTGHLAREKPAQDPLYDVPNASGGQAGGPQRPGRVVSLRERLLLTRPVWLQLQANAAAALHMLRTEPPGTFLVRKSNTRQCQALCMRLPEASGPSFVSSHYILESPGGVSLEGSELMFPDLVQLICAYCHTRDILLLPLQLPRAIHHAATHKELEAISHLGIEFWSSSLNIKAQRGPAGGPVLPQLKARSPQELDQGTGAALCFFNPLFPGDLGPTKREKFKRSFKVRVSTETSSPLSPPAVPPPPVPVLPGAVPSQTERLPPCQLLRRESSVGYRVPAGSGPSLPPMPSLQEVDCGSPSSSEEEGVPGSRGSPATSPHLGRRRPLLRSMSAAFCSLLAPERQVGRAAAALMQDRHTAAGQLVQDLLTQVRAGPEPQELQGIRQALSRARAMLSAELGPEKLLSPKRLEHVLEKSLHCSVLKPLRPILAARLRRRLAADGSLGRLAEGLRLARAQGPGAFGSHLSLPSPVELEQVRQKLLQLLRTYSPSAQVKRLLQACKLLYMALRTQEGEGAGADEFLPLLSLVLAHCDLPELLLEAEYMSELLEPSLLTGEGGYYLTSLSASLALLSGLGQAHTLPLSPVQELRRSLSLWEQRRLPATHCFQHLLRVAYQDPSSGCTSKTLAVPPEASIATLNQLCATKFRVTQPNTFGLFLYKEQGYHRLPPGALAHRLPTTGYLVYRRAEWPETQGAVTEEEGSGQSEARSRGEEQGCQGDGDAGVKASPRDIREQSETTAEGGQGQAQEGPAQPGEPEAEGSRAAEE
FAS TE block = FAS thioesterase domain inhibitors, primary screen, biochemical, fluorescence intensity, uHTS. recombinant FAS-TE, OMFH fluorogenic substrate, fluorescence endpoint. inhibition, % at 15 µM. 0.67% of 360,000 active. Fatty acid synthase (Homo sapiens), P49327. AID 602261, 2012;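 active = compounds whose normalised, plate-corrected inhibition of enzyme fluorescence in the single-dose primary screen is 50% or more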;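 also: 0% = DMSO with enzyme and 100% = substrate without enzyme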
Rpn11 inh = Rpn11 (PSMD14) deubiquitinase inhibitors, primary screen, biochemical, fluorescence polarization, uHTS | 26S proteasome non-ATPase regulatory subunit 14 (Homo sapiens), O00487 | calls only at 20 µM | human 26S proteasome, Ub4-pepOG fluorescence polarization; 20S core pre-blocked with epoxomicin | AID 588493, 2011 | 0.59% of 360,000 active;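 active = inhibition at 20 µM, scaled to each plate's controls, above about 33%, limit read from the data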
MT1-MMP act inh = blockers of MT1-MMP proenzyme processing, primary screen, HT1080 RFP-PRO-GFP cells, GFP/RFP fluorescence; GFP/RFP ratio fluorescence, overnight; percent of plate control window, DMSO zero; 0.061% of 360,000 active; GFP/RFP ratio change, % at 20 µM;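 active = GFP/RFP ratio change of at least 30% with cell ATP level not reduced by more than half and red fluorescence within 50% of control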; also: strong numbers were not always called active
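system = RFP-PRO-GFP reporter HT1080 cells | dosing = 20 µM single dose, 1% DMSO | timing = overnight cell settling, then overnight compound exposure, 37 °C, 5% CO2 | read-out basis = GFP/RFP fluorescence ratio | controls = DMSO and RFP-L50D-GFP cell wells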
* = called active by the depositor; i = inactive; . = not tested or not shown. Compounds as they come; overall some 3.9% were active at least once.

Values run as follows: SKN-1 inh	MT1-MMP act inh	Rin1-Abl PPI inh	MLLE-PAM2 inh	FAS TE block	CSN deneddyl inh	Neddylation inh	NadD block	Rpn11 inh
CC(=O)Nc1ccc(NC(=O)CSc2ncc(C(=O)Nc3ccccc3)c(=O)n2C)cc1
  4	4	1	16	2	-4	i	-4	i
CC1(C)CC2CC(C)(CN2C(=O)COC(=O)c2cncc(Br)c2)C1 (stereo not given)
  -14	-3	3	2	2	2	i	3	i
CCc1ccc(NC(=O)Cn2ccn(-c3cccc(Cl)c3)c(=O)c2=O)cc1
  0	0	0	10	-4	-7	i	1	i
CC(C)CC(=O)Nc1ncnc2c1C(=O)CC(C)(C)C2
  14	-5	0	2	-2	3	i	5	i
COc1ccc(NC(=O)C2CC3C=CC2C3)c([N+](=O)[O-])c1 (stereo not given)
  -4	2	-6	0	2	0	i	1	i
COc1ccc(NC(=S)NCc2cccs2)cc1
  3	2	-1	-38	-4	2	i	3	i
CC(C)(C)CC(C)(C)NC(=S)Nc1ccc2nc(-c3ccccn3)c(-c3ccccn3)nc2c1
  7	-128	2	14	4	6	.	13	.
[N-]=[N+]=NC(c1ccccc1)c1nc2ccccc2[nH]c1=O (stereo not given)
  12	0	1	5	-3	-6	i	-6	i
Cc1ccc(C(=O)NCC(=O)NNC(=O)CN(C)S(=O)(=O)c2ccc(Cl)cc2)s1
  6	2	1	2	-4	4	i	-2	i
COc1ccc2nc(NC(=O)c3cc(S(=O)(=O)N4CCOCC4)ccc3C)sc2c1
  4	1	-2	-11	14	-3	i	1	i
CC(=O)Nc1ccc(C2CC(c3ccc(Cl)cc3)=NN2c2ccccc2)cc1 (stereo not given)
  18	1	-1	4	20	2	.	8	i
O=C(Nc1ccccc1)c1ccccc1O
  -6	7	0	-12	-10	1	i	-4	i
C[C@@H](NC(=O)[C@@H]1CCCN1C(=O)[C@@H]1CCCN1C(=O)c1cccc2ccccc12)c1ccccc1
  0	-1	.	.	-9	-3	i	0	.
CC(C)CNS(=O)(=O)c1ccc(OCC(=O)NCc2ccco2)cc1
  3	-2	7	15	-4	-2	i	-1	i
CC(C)(C)[C@@H]1COC(=O)[C@H](Cc2ccc(F)cc2)C/C=C\C[C@H](CC(=O)N(CCO)Cc2ccccc2)C(=O)N1
  -13	12	-1	6	-2	-3	i	-2	i
CSc1ccc(S(=O)(=O)NC2CCCCC2)cc1
  1	-4	1	4	1	4	i	3	i
O=C(COc1ncnc2c(Cl)cc(Cl)cc12)NC1CCCCCC1
  -6	-1	-3	1	7	2	i	-2	i
CCOC(=O)CSc1n[nH]c(NC(=O)CC)n1
  2	4	0	-11	-5	-2	i	-2	i
CC1(C)CC(=NNC(=O)c2n[nH]c3c2CCC3)CC(C)(C)N1
  6	0	0	15	-12	2	i	1	i
CC1(C)CN2C(=O)c3ccccc3C2(C)S1 (stereo not given)
  7	1	1	7	-2	-10	i	1	i
O=S(=O)(c1ccc2c(c1)OCCO2)N1CCN(S(=O)(=O)c2c(F)cc(F)cc2F)CC1
  -9	3	4	11	-10	4	i	0	i
COc1ccc2nc(Cl)c(/C=N/Nc3ccccn3)cc2c1
  -3	-3	-1	-2	-8	0	i	-1	i
CN(C(=O)c1ccc(=O)n(Cc2ccc(Cl)cc2)c1)c1ccccc1
  6	-7	4	1	0	3	i	4	i
N/C(=N\OC(=O)COc1ccc(Cl)cc1Cl)c1ccncc1
  48*	3	2	-2	4	6	i	2	i
CC[C@H](C)NC(=O)c1ccc(Cn2c(=S)[nH]c3c([nH]c4ccc(OC)cc43)c2=O)cc1
  4	5	-2	-54	-7	2	i	15	i
N#Cc1nc(COc2ccc(Cl)cc2Cl)oc1N1CCOCC1
  8	-6	-3	-2	23	-2	i	-4	i
COc1cccc(NC(=O)CSC2=C(C#N)C(c3ccco3)C3=C(CCCC3=O)N2)c1 (stereo not given)
  9	-6	4	20	2	-3	i	10	i
CCN(CC)S(=O)(=O)c1ccc(C(=O)Nc2nnc(CSC)o2)cc1
  6	-1	5	7	-13	2	i	-4	i
CCOC(=O)c1c(C)[nH]c(C(=O)OCC(=O)Nc2cc(C)c(Cl)cc2OC)c1C
  11	-1	-1	-2	0	0	i	0	i
Cc1ccc(N2C(=O)N(CC(=O)Nc3ccc(C)cc3C)C(=O)C2C)cc1 (stereo not given)
  -7	2	1	-2	1	6	i	-1	i
CCOCC(=O)Nc1ccc(-c2cn3cccnc3n2)cc1
  -1	7	-3	3	-4	-3	.	0	i
CCN(C(=O)CN1CCN(c2ccc(O)cc2)CC1)c1c(N)n(Cc2ccccc2)c(=O)[nH]c1=O
  -8	-6	1	7	-1	1	i	7	i
N=C(N)SCc1ccc(O)c([N+](=O)[O-])c1
  -6	0	2	-2	-6	0	i	-3	i
O=C(NC(c1ccc(Cl)cc1)c1cnccn1)C1CCN(Cc2ccc(Oc3ccccc3)cc2)CC1 (stereo not given)
  1	-1	3	2	11	0	i	-3	i
CC(=O)c1csc(-c2cccc(-c3nc4ccc(Cl)cn4c3NC3CCCCC3)c2)c1
  -6	5	5	3	26	1	i	27	i
COc1ccc(Nc2ccc([N+](=O)[O-])c3nonc23)c(OC)c1
  -8	-27	-15	-11	-6	1	i	-2	i
Cc1ccc(S(=O)(=O)N2CCN(C(=O)c3ccc(S(=O)(=O)N4CCCC4)cc3)CC2)cc1
  2	-1	1	1	6	-4	i	-2	i
Cc1cc(C)c(C)c(OCC(=O)N2CCOCC2)c1
  -3	-5	0	-1	-6	-5	i	3	i
Cc1cc(N=Cc2c(O)n(-c3cccc(Cl)c3)c(=O)c3ccccc23)no1
  8	-5	-1	10	19	0	i	2	i
CC1=C(C(=O)N2CCCC(N3CCN(c4cccc(Cl)c4)CC3)C2)OCCO1 (stereo not given)
  -11	-1	1	0	-1	-4	i	-1	i
COc1ccc(Cc2nnc(N/N=C/c3ccc(N(C)C)cc3)[nH]c2=O)cc1OC
  -7	19	-3	-7	-2	-2	i	3	i
O=S(=O)(c1ccc(-c2ccon2)s1)N1CCN(CCN2CCOCC2)CC1
  5	1	-2	-4	-9	0	i	-1	i
O=[N+]([O-])c1ccccc1NS(=O)(=O)c1ccccc1
  9	2	1	5	-6	-3	i	-2	i
COC(=O)C1=C(C(=O)OC)C(c2cc(Cl)ccc2O)c2sc(=O)[nH]c2S1 (stereo not given)
  1	7	-1	33	0	3	i	-1	i
Cc1cc(=O)[nH]c(-n2[nH]c3c(c2=O)CCCC3)n1
  21	-57	-2	11	-6	-1	i	-4	i
CCN(CC(=O)NCC1CCCO1)S(=O)(=O)c1ccc2ccccc2c1 (stereo not given)
  6	1	4	1	-3	2	i	-2	i
CCOC(=O)c1oc2ccc(CNC3CCCCC3)c(Cl)c2c1C
  3	2	-2	17	-8	-1	i	-4	i
Cc1cc(C(=O)NNc2c(Cl)cccc2Cl)no1
  -1	0	-1	-9	-2	3	i	-1	i
CCCCn1c(SCC(=O)N2c3ccccc3CCc3ccccc32)nc2c1c(=O)n(C)c(=O)n2C
  -20	-16	-2	-6	19	3	i	1	i
Nc1cc2c(cc1[N+](=O)[O-])OCCO2
  15	7	-10	2	-7	2	i	-1	i
Cc1ncc([N+](=O)[O-])n1CC(C)O (stereo not given)
  -12	2	1	4	-3	-2	i	-3	i
CNc1snc(C)c1C(=O)OCC(=O)NCc1ccccc1OC
  5	13	3	4	-6	-3	i	0	i
CNC(=O)CSCc1cnn(-c2ccccc2)c1-n1cccc1
  -11	4	-5	10	-8	1	i	-4	i
CC(C)(C)NC(=S)NC(=O)C12CC3CCC(CC(C3)C1)C2
  6	-13	-6	23	18	1	i	-2	i
CCC(C)(C)NC(=O)C(c1cccs1)N(CC1CCCO1)C(=O)Cn1nnc2ccccc21 (stereo not given)
  -3	4	-2	-2	-3	6	i	0	i
Cc1ccccc1C(N)c1ccncc1 (stereo not given)
  -2	2	-2	-1	-16	8	i	-16	i
O=C(CC1SC(=O)N(Cc2ccccc2Cl)C1=O)Nc1nccs1 (stereo not given)
  12	6	-3	-8	-1	0	i	-6	i
CCN(CC)c1ccc(NC(=O)c2cc3ccccc3o2)c(C)c1
  9	2	0	2	-1	3	i	1	i
CCn1cc(/C=C(\NC(=O)c2ccc(OC)c(OC)c2)C(=O)NCCCO)c2ccccc21
  3	-1	3	-5	-2	2	i	-7	i
COc1ccc(NC(=O)/C(=C\c2ccc(OS(=O)(=O)c3ccc(C)cc3)cc2)NC(=O)c2ccccc2)cc1
  -3	3	-5	2	54*	0	i	8	i

Next section.
Values run as follows: SKN-1 inh	MT1-MMP act inh	Rin1-Abl PPI inh	MLLE-PAM2 inh	FAS TE block	CSN deneddyl inh	Neddylation inh	NadD block	Rpn11 inh
Cc1cc(C)cc(NS(=O)(=O)c2ccc(NC(=S)NC(=O)c3cccs3)cc2)c1
  3	-3	3	34	28	1	i	14	i
CN(C)CC1CCCCC1OC(=O)/C=C/c1ccc(Cl)cc1Cl (stereo not given)
  -6	5	0	-14	-4	-3	i	-15	i
COc1cccc(C2CC(=O)Nc3c2c(=O)[nH]c2ncnn32)c1 (stereo not given)
  4	2	-3	-6	-1	-5	i	1	i
CCOC(=O)C[C@H]1c2ccc(C(F)(F)F)cc2S(=O)(=O)N1Cc1ccccc1
  2	0	0	6	4	-2	i	-5	i
Cc1ccc(-c2cc(C(=O)O)c3ccccc3n2)c(C)c1
  2	-4	-5	-11	-4	5	i	-8	i
Cc1ccc(S(=O)(=O)NCCNS(=O)(=O)c2ccccc2Br)cc1
  20	4	0	-6	-6	-2	i	-1	i
CCOc1ccc(NC(=O)CCCNC(=O)Cn2cnc3sc(C)c(C)c3c2=O)cc1
  11	-3	-1	-6	-6	3	i	-2	i
CCOC(=O)c1csc(NC(=O)CN2CCN(C)CC2)n1
  -4	-1	3	-9	-8	1	i	-6	i
Cc1ccc(-n2c(N)cc(=O)nc2SCC(=O)N2CCN(c3ccccc3)CC2)cc1C
  4	-1	-1	-9	-1	-2	i	2	i
Cc1cc([N+](=O)[O-])nn1CC(=O)Nc1ccc(Cl)cn1
  10	-1	-3	5	-2	-3	i	-6	i
COc1ccc(Oc2ncccc2NC(=O)c2cccc(C)c2C)cc1
  0	1	4	13	12	0	i	-5	i
O=C(NC1CCN(S(=O)(=O)c2cccc(F)c2)CC1)c1cccc(F)c1
  9	4	-1	9	-4	-2	i	0	i
O=C1NCCCc2nc(Oc3ccccc3)sc21
  -2	3	4	-2	-4	0	i	7	i

High-throughput results: PubChem BioAssay, several laboratories
